EPAC2 ag – activates human EPAC2 exchange factor; Q8WZA2; AID 720711; Potency, µM (titrated, usually from 154 µM), inactives show top-dose activation, usual class: activators; 360,000 compounds, 0.079% hits; EPAC2 activation, biochemical qHTS; response scale: 100% = 6.5 mM cAMP response; note: potency is the fitted concentration of half-maximal effect; nearly all actives have a fitted effect of over 50% in size
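In this primary screen, activation is scored as increased exchange of BODIPY-GDP from Rap1B by 100 nM EPAC2, with 50 uM GDP as competitor. Signal is normalized to the 6.5 mM cAMP agonist control.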
D3 ag – D3 dopamine receptor (human) agonism; 410,000 compounds, 0.58% hits; max activation, %; D3R DiscoveRx beta-arrestin cells, luminescence, 90 min; P35462; AID 652048; in the data active = max activation above about 30%; note: 0% is about no effect; mostly tested at two doses, the higher about 12 µM
Target sequence (P35462 whole entry, looked up): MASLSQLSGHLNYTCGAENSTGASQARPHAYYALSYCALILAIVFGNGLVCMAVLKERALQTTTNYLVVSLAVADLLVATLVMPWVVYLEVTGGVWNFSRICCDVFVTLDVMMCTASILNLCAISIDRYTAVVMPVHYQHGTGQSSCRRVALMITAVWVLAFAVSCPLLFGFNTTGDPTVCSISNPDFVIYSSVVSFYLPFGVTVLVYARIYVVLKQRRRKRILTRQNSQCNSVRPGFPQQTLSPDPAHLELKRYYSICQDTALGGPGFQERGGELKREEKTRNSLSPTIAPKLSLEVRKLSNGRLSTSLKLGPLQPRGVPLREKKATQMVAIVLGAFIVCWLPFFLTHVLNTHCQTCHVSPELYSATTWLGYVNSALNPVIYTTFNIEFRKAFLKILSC
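Cells at 1500/well, incubated overnight, then treated with pinned compounds (dopamine as control) for 90 min at 37 degrees C. DiscoveRx reagent added for 30 - 60 minutes at room temperature; luminescence read.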
DRD3 antagonist – D3 dopamine receptor (human) antagonism; D3R cells, DiscoveRx beta-arrestin luminescence, antagonist mode; stronger effect = lower value; max response, negative = inhibition, %; 360,000 compounds, 2.5% hits; AID 652054; in the data active = max response below about -50%; inconclusive = no clear call, values can overlap the other calls; note: % is set by controls: 0 for no effect and ±100 for the full control effect; mostly tested at two doses, the higher about 12 µM
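Cells plated overnight at 1500 cells/well, then exposed to library compounds with dopamine controls for 90 minutes at 37 degrees C. DiscoveRx reagent added for 30–60 minutes at room temperature; luminescence read, quantitative HTS format.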
EPAC2 antagonist – blocks human EPAC2 exchange factor | EPAC2 GEF exchange of Rap1B-BODIPY-GDP, fluorescence | Q8WZA2 | 360,000 compounds, 0.18% hits | Potency, µM (highest dose often 114 µM), for inactives: top-dose activity, negative = inhibition, usual class: inhibitors; note: potency is the fitted concentration of half-maximal effect; % is set by controls: 0 for no effect and ±100 for the full control effect; nearly all actives have a fitted effect of over 45% in size; many of its hits are not listed in these tables
CCT modulator – cytosolic chaperonin activity modulation; activity change, % (test concentration not listed), hits read low; purified chaperonin ATPase assay, HTRF ADP detection, 30 min; 360,000 compounds, 0.3% hits; in the data active = activity change below about -30%; note: % is set by controls: 0 for no effect and ±100 for the full control effect
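ATPase activity: ADP formed was measured by HTRF Transcreener (665/615 nm ratio) after 30 min at 37 deg C with 10 uM ATP. Compounds screened at one 76 uM concentration against 40 or 20 nM TRiC in Tris pH 7.4/KCl/MgCl2/DTT buffer.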
PTHR1 agonist – agonists of human PTHR1 parathyroid hormone receptor; Q03431; HEK293 GP2 PTHR1 cells, GloSensor cAMP luminescence, 1 h; Potency, µM (highest dose often 115 µM), for the others: at the top dose activation, hits mostly activators; 410,000 compounds, 0.075% hits; note: potency is the fitted concentration of half-maximal effect; nearly all actives have a fitted effect of over 55% in size; some results filed as inactive show a strong effect at the top dose; inactives centre near -15; many of its hits are not listed in these tables
Target sequence (Q03431 whole entry, looked up): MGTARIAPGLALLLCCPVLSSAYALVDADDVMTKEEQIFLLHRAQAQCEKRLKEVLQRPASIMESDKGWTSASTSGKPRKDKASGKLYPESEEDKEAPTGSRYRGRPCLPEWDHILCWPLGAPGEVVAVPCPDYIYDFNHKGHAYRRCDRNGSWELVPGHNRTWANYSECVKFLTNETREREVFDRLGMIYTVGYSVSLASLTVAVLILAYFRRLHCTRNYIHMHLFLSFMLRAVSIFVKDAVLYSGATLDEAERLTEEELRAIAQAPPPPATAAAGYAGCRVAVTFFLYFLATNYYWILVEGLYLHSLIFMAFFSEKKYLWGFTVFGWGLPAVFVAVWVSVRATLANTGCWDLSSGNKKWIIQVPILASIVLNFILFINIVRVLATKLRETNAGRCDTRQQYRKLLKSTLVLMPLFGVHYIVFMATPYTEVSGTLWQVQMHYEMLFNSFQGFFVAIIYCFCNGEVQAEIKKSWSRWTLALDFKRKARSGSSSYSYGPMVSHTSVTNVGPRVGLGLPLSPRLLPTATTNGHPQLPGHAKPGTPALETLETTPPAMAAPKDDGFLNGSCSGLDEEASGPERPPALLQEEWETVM
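HEK-293-derived GP2 cells expressing PTHR1 and a GloSensor cAMP reporter, 3,000/well, plated overnight, given luciferin plus IBMX (each 0.5 mM as added) for 1 h at 37 °C, then compound for 1 h at 37 °C. Luminescence was read after 15 min at room temperature.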
Akt phos inh – blocks phosphorylation of Akt. Neuro2A IGF-stimulated pAkt S473 HTRF, 20 min; stronger effect = lower value. activity change, % for hits at 50 µM. 360,000 compounds, 0.32% hits. AID 651550; in the data active = activity change below about -80%; inconclusive = mostly about -51% to -80%; note: % is set by controls: 0 for no effect and ±100 for the full control effect
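Single-point screen (50 µM final compound) in Neuro2A cells stimulated 20 min with 6 nM IGF at 37 deg C. After lysis, Ser473-phosphorylated Akt read by HTRF (ex 330 nm, em 615/665 nm) as the 665/615 ratio.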
MmCpn inh – M. maripaludis TRiC chaperonin inhibition; purified Mm-Cpn ATPase, ADP Transcreener TR-FRET; Potency, µM (titrated, usually from 76.9 µM), inactives show at the highest dose activity, negative = inhibition, hits mostly inhibitors; 330,000 compounds, 0.031% hits; note: potency is the fitted concentration of half-maximal effect; % is set by controls: 0 for no effect and ±100 for the full control effect; nearly all actives have a fitted effect of over 80% in size
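TR-FRET (320 nm excitation; 590 and 665 nm emission) reports ADP made from 10 uM ATP by 25 nM enzyme; compounds were preincubated 10 min, reaction run 30 min, both at 37°C.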
* marks the source's active call; other numbers are inactive results; i = inactive; u = inconclusive; x = not tested or not shown; & = joins results of further samples; [ ] = another dose, or the depositor's remark. Unless noted, calls come from the whole dose curve; as a rule, active = well fitted curve in the direction sought with a large enough effect; inconclusive = small, poorly fitted or top-dose-only effect, or another doubt; inactive = no such curve, though single readings can be large; an effect the other way counts as inactive or inconclusive. These rows are one share of the data, so the mix of outcomes need not match the whole.

| No. | canonical_smiles | EPAC2 ag | D3 ag | DRD3 antagonist | EPAC2 antagonist | CCT modulator | PTHR1 agonist | Akt phos inh | MmCpn inh |
| --- | --- | --- | --- | --- | --- | --- | --- | --- | --- |
| 1 | COC(=O)c1ccc2c(=O)n(-c3ccccc3F)c(=S)[nH]c2c1 | -6% | -2 | -13 | 1% | -0.9 | -36%[inhibitor] | i | 1% |
| 2 | Cc1cccc(NC2=CC(=O)CC(C)(C)C2)c1C | 7% | 1 | -22 | 2% | -2.8 | -12% | i | -1% |
| 3 | Cc1ccccc1-n1ncc2c1CC(C)(C)CC2NC(=O)CSc1ccncc1 (configuration not stated) | 6% | 4 | 2 | 20% | 0.7 | i | i | 1% |
| 4 | CN(C/C=C/c1ccccc1[N+](=O)[O-])Cc1ccccc1 | 6% | 0 | -80* | 3% | -3.0 | i | i | 3% |
| 5 | Cc1ccc(S(=O)(=O)Nc2cccc3ncccc23)cc1 | 9% | -2 | -18 | 12% | -3.3 | -35%[inhibitor] | i | 1% |
| 6 | CN(C1CCS(=O)(=O)C1)S(=O)C12CC3CC(CC(C3)C1)C2 (configuration not stated) | 8% | -15 | 0 | -3% | -0.9 | 3%[57.5 µM] | i | 0% |
| 7 | CC(=O)Nc1ccc(Sc2ccccc2C(=O)O)c(C(=O)O)c1 | 6% | 2 | -16 | -3% | 1.0 | i | i | 1% |
| 8 | CCOC(=O)c1cc(-c2ccccc2)sc1N | 11% | 4 | 3 | -16% | -0.5 | i | i | 0% |
| 9 | N#Cc1ccc(OCC(=O)OCC(=O)N2CCc3ccccc32)cc1 | 9% | 0 | 6 | 3% | 1.3 | -23% | i | x |
| 10 | CCCSc1ccc([C@H]2N[C@@](Cc3ccccc3)(C(=O)OC)[C@H]3C(=O)N(C)C(=O)[C@@H]23)cc1 | -1% | -8 | -5 | 3% | -0.5 | -16% | i | 1% |
| 11 | Cc1ccc(C2(CCNCc3ccc(N(C)C)cc3)CCOC(C(C)C)C2)cc1 (configuration not stated) | -9% | 1 | -1 | -3% | -1.0 | -28% | i | 0% |
| 12 | O=C(C[C@H]1C(=O)N(C2CCCCC2)C[C@@H]1Cc1ccccc1)Nc1ccccc1 | 2% | -12 | -4 | u | -1.7 | -38%[inhibitor] | i | 1% |
| 13 | COc1ccc(CC(=O)OCc2nnc(C3COc4ccccc4O3)o2)cc1OC (configuration not stated) | 3% | 2 | -1 | 9% | -0.6 | i | i | -1% |
| 14 | Cc1cc(C)n(-c2ccccc2C#N)n1 | 14% | 23 | 9 | 1% | -0.6 | i | i | 0% |
| 15 | COCCNc1ncnc2c1ncn2[C@H]1CN(CCc2ccccc2)C[C@@H](CO)O1 | -5% | 0 | 9 | 5% | -1.6 | i | i | x |
| 16 | COc1ccc2c(c1)nc(NCCO)n2C | 1% | 3 | -15 | 7% | 0.2 | -33%[inhibitor] | i | 1% |
| 17 | CC(=O)c1ccccc1NS(=O)(=O)c1ccc2c(c1)CC(=O)N2 | 3% | 2 | 2 | 1% | -3.3 | -35%[inhibitor] | i | -14% |
| 18 | Cc1ccc(CN2C(=O)CCC2C(=O)NCc2ccc3c(c2)OCO3)cc1 (configuration not stated) | 4% | 5 | 39 | -4% | -0.9 | i | i | 0% |
| 19 | C=CCn1c(N)c(C(=O)Nc2ccccc2)c2nc3ccccc3nc21 | 5% | 1 | 10 | -3% | -1.4 | i | i | -1% |
| 20 | CCOC(=O)CN(C(=O)c1ccccc1)c1ccccc1C | 6% | -6 | 5 | 2% | -0.5 | -2%[57.5 µM] | i | 0% |
| 21 | Cc1ccc(O)c(NC(=O)c2onc(C)c2Cl)c1 | 12% | 1 | 6 | 2% | -0.9 | i | i | 0% |
| 22 | CCCOc1cccc(C2/C(=C(/O)c3ccccc3)C(=O)C(=O)N2CCN(C)C)c1 (configuration not stated) | 9% | 2 | 5 | 6% | -0.4 | i | i | 0% |
| 23 | Cc1ccc(C(CCN)c2ccco2)cc1 (configuration not stated) | 5% | -8 | -15 | -13% | 0.8 | 1% | i | -2% |
| 24 | COc1ccc(N2C(=O)CSC2c2ccc(F)cc2)cc1 (configuration not stated) | 12% | 3 | 51 | -8% | -0.2 | i | i | 0% |
| 25 | Cc1ccc(Nc2nc(NCCCN3CCOCC3)nc(N)c2[N+](=O)[O-])cc1C | 13% | -12 | -16 | 2% | -5.6 | i | i | 2% |
| 26 | O=C(OCC(=O)N1CCOCC1)c1ccc(Cl)c(S(=O)(=O)N2CCc3ccccc32)c1 | 13% | 4 | 0 | u | 2.4 | -23% | i | 0% |
| 27 | CS(=O)(=O)Nc1ccc(C(=O)NC2CCCC2)cc1 | 5% | 4 | -1 | 9% | -1.9 | i | i | -2% |
| 28 | CCCN1CNC(=S)N(c2ccc(C)cc2C)C1 | 8% | 4 | 3 | 4% | -0.2 | -2% | i | 1% |
| 29 | COC(=O)CC(N)c1ccc(OC)c2ccccc12 (configuration not stated) | -7% | 2 | 7 | 6% | 2.0 | i | i | 0% |
| 30 | O=C(CCOc1cccc(Br)c1)Nc1ccc(F)c(S(=O)(=O)N2CCOCC2)c1 | 16% | -10 | -14 | -4% | 4.3 | -31%[inhibitor] | i | -3% |
| 31 | CCOC(=O)N1CCN(S(=O)(=O)c2cccs2)CC1 | 4% | -5 | 1 | 4% | 1.2 | i | i | -1% |
| 32 | COc1ccc(/C=C2\SC(=O)N(CCCC(=O)Nc3ccc(C(=O)O)cc3)C2=O)cc1OC | -3% | 1 | 13 | 7% | -2.0 | -9% | i | -4% |
| 33 | Cc1cccc(C2c3[nH]c4ccccc4c3CCN2C(=O)Cc2n[nH]c(C)n2)n1 (configuration not stated) | 4% | 2 | -4 | -2% | -2.3 | i | i | 0% |
| 34 | CCc1ccc(C(=O)Nc2cccnc2Oc2ccc(Cl)cc2)cc1 | 5% | 15 | -3 | -7% | 0.1 | i | i | -1% |
| 35 | COc1ccc(C2C(C#N)=C(C)NC(C)=C2C#N)c(OC)c1 | 1% | 4 | 18 | 3% | 1.3 | i | i | u |
| 36 | Cc1c(Br)cc(C(=O)NCCCN2CCOCC2)c(C)c1C | -3% | -11 | 0 | 0% | -4.0 | -11%[57.5 µM] | i | 0% |
| 37 | COc1ccc(/C=C/C(=O)Nc2ccc(C)cc2)cc1S(=O)(=O)N1CCOCC1 | 27% | -14 | u | 17% | -2.0 | -94%[inhibitor] | i | -2% |
| 38 | COc1ccc2nc(NC(=O)CSc3nccc(C)n3)sc2c1 | 8% | -4 | 24 | 1% | 0.4 | i | i | 0% |
| 39 | c1ccc(-c2cc3ccccc3[nH]2)cc1 | 6% | -7 | -2 | -3% | -1.1 | -31%[inhibitor] | i | -1% |
| 40 | S=C(Nc1ccc(Cl)cc1)NC1CCN(Cc2ccccc2)CC1 | -1% | -21 | -60* | 0% | 2.0 | i | i | 1% |
| 41 | O=C(CN1C(=O)C2C3C=CC(C3)C2C1=O)OCC(=O)c1ccc(Cl)c([N+](=O)[O-])c1 (configuration not stated) | 7% | -30 | -70* | -5% | -0.2 | -16% | i | x |
| 42 | Cc1nc2cc(Cl)c(Cl)cc2nc1C | -5% | 2 | -18 | 0% | -1.3 | -9% | i | -2% |
| 43 | Cc1ccc(S(=O)(=O)/N=C(/c2ccccc2)N(C)c2ccc(O)cc2)cc1 | 10% | 0 | 19 | 6% | -2.0 | -2% | i | 1% |
| 44 | Nc1ccc(C(=O)OCC(=O)NC2CCCc3ccccc32)cc1[N+](=O)[O-] (configuration not stated) | -11% | -1 | -20 | 2% | -1.5 | i | i | 0% |
| 45 | CC1CCC(NS(=O)(=O)c2ccc(N3CCCC3=O)cc2)CC1 (configuration not stated) | -1% | 5 | 21 | -4% | -0.3 | -10% | i | 1% |
| 46 | CCN(CC)CCN(Cc1cc2cc(C)c(C)cc2[nH]c1=O)C(=S)NCc1ccco1 | 3% | -27 | -72* | 1% | -0.4 | i | i | -1% |
| 47 | Cc1cc(C=O)sc1[B-](F)(F)F | -1% | -10 | -2 | 18% | -3.7 | 10% | i | x |
| 48 | CC(=O)Oc1ccc([C@@H]2COc3c(ccc4c3C=CC(C)(C)O4)C2)c(OC(C)=O)c1 | 4% | 38* | 27 | 2% | -0.4 | -46%[inhibitor] | i | x |
| 49 | CCCCNc1nc2c(c(=O)n(C)c(=O)n2C)n1Cc1cccc(OC)c1 | 7% | 3 | 29 | -3% | -1.4 | i | i | 2% |
| 50 | O=C(O)c1cc(NC(=O)c2ccc(Br)cc2)cc(NC(=O)c2ccc(Br)cc2)c1 | 6% | -1 | 14 | -18% | -0.4 | 0% | i | -1% |
| 51 | C=CCn1c(N2CCCCCC2)nc2c1c(=O)n(C)c(=O)n2C | -1% | 23 | 22 | -1% | -10 | -33%[inhibitor] | i | -1%[15.4 µM] |
| 52 | COc1ccccc1CN(C)C(=O)c1cc2ccccc2o1 | -3% | 1 | 0 | u | 0.5 | -11% | i | -5% |
| 53 | CCC(C)n1c(SCC(=O)Nc2ccc3[nH]c(=O)[nH]c3c2)nc2ccccc2c1=O (configuration not stated) | 15% | -1 | 10 | -21% | -14 | -17% | i | 1% |
| 54 | Cc1cccc(N(CC(=O)NC2CCCCC2)C(=O)CCC(=O)Nc2nccs2)c1 | 5% | 2 | -4 | 5% | 1.4 | i | i | -4% |
| 55 | O=C(c1ccc(S(=O)(=O)Nc2ccccc2F)cc1)N1CCCCCC1 | -1% | 0 | 10 | 6% | -3.0 | i | i | 1% |
| 56 | Cc1ccn2c(Nc3ccccc3C)c(-c3cccnc3)nc2c1 | -7% | 2&4 | -11 | -17% | 1.2 | -3% | i | -1% |
| 57 | Cc1noc(C)c1COc1ccc(C(=O)NNC(=O)c2ccccc2F)cc1 | 12% | -8 | -9 | -7% | -0.4 | -3% | i | 1% |
| 58 | CCOC(=O)NNS(=O)(=O)c1cc(Br)ccc1Br | 5% | 9 | -3 | -3% | -1.0 | -3% | i | 0% |
| 59 | O=C(c1cc(S(=O)(=O)N2CCOCC2)ccc1Cl)N1CCOCC1 | -1% | -6 | -16 | 3% | -0.4 | i | i | 0% |
| 60 | CCc1ccc(CN(C)C(=O)CCc2nnc(CCc3ccccc3OC)o2)nc1 | 7% | -10 | -20 | 7% | 1.7 | -8% | i | -1% |
| 61 | Cn1c(C(=O)NCCc2ccccc2)cc(=O)n(C)c1=O | 8% | -2 | -4 | 9% | -1.0 | -12% | i | -2% |
| 62 | Oc1cccnc1CCc1ccccc1 | 7% | 11 | 10 | 1% | -15 | i | i | 0% |

High-throughput results deposited in PubChem by National Center for Advancing Translational Sciences (NCATS).
